High-throughput results: PubChem BioAssay, National Center for Advancing Translational Sciences (NCATS)
LMNA splice mod: changes lamin A minigene splicing in HeLa cells; 200,000 tested, 0.01% active; HeLa LMNA splicing GFP/RFP minigene ratio, 48 h; Potency, µM (top dose mostly 46.1 µM), for inactives: top-dose ratio change, negative = inhibition, most hits filed as inhibitors; active means well fitted inhibition curve with a large enough effect in the signal ratio, with a control signal flat, not every such curve was filed as active; inconclusive means small, poorly fitted or top-dose-only effect, or effect the other way, or a change in a side signal; the % refers to the signal ratio
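Read-out is the ratio of GFP to DsRed2 object intensity, acquired by 488 nm laser-scanning cytometry on HeLa lamin A-EGFP minigene reporter cells. Compound incubation 48 hrs at 37 °C in Opti-MEM with 2% FBS; DMSO 0.5% final.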
The depositor's hits bear a star; ? = inconclusive; [ ] = remark or other dose. On the % scale 0 is the no-effect control and ±100 the full control effect; potency means the concentration at half of the fitted maximal effect. These rows are one share of the data; rates above refer to the full screens.

SMILES	LMNA splice mod
CCN(C(=O)c1cnc(N2CCOCC2)c2ccccc12)c1cc(C)ccc1C	6.0%[46 µM]
Cc1ccc(C)c(N2CCN(C(=O)c3cc4c(=O)n(Cc5cccnc5)ccc4nc3C)CC2)c1	4.4%[46 µM]
CC(C)(C)C(=O)OCc1cc(=O)n2nc(C3CC3)sc2n1	-10.8%[46 µM]
CN1CCN(c2ncc3c(n2)CCN(Cc2ccc(Br)s2)C3)CC1	-5.9%[46 µM]
O=C(Cc1ccccc1)N(Cc1cccnc1)c1nc2c(F)cc(F)cc2s1	?
O=C(NCc1ccc(Cl)cc1)c1ccc2c(c1)NC(=O)C(CS(=O)(=O)Cc1ccc(F)cc1Cl)N2 (stereo unspecified)	?
Cc1ccc(C2=Nc3ccccc3N(CC(=O)NCc3ccccc3Cl)C(=O)C2)cc1C	-9.7%[46 µM]
CCN(c1cc(C)cc(C)c1)S(=O)(=O)c1nnc(NC(=O)c2cccc(F)c2)s1	-3.6%[46 µM]
COCCNC(=O)Cn1c(=O)c2cccn2c2ccc(F)cc21	-3.4%[46 µM]
COc1ccc(CC(=O)Nc2nc3c(s2)CC(C)CC3)cc1 (stereo unspecified)	-2.4%[46 µM]
COc1cc(NC(=O)c2cc3c(=O)n(Cc4cccs4)ccc3nc2C)cc(OC)c1OC	1.8%[46 µM]
Fc1ccccc1Nc1ncnc2c1nc1n2CCCCC1	?
Cc1ccc(Cl)cc1NC(=O)Cn1c(=O)cc(C)c2c(C)nn(C)c21	-15.8%[46 µM]
Cc1ccc(CNC(=O)c2cnn(-c3cccc(C)c3)c2C2CCN(C(=O)OC(C)(C)C)CC2)cc1	-20.4%[46 µM]
Cc1nnc(C)n1-c1ccc(C(=O)Nc2cccc(Br)c2)cc1	1.8%[46 µM]
CC(CNC(=O)c1ccc2c(c1)nc1n2CCCCC1)c1ccccc1 (stereo unspecified)	?
Cc1ccc(Cl)cc1N(C)C(=O)c1noc2c1CCCCC2	12.4%[46 µM]
CC1=C(c2ccc(C(C)C)cc2)S(=O)(=O)N=C1N1CCC(C(=O)NCc2ccco2)CC1	?
Cc1ccc(C)c(Nc2nn3c(=O)c4ccc(C(=O)NCc5cccs5)cc4nc3s2)c1	?
CCOC(=O)C1=C(CN(C)Cc2ccccc2)NC(=O)NC1c1ccc(OC)cc1 (stereo unspecified)	-2.7%[46 µM]
Cc1cccc(C)c1NC(=O)CCCn1c(=O)c2cccn2c2ccccc21	?
CN(Cc1ccccc1)C(=O)c1ccc(CSc2nc3cccnc3n2Cc2ccccc2)cc1	-10.1%[46 µM]
COCCCNC(=O)c1ccc(Cn2c(SCc3cccc(C)c3)nc3cccnc32)cc1	?
O=C(NCc1ccccc1)c1ccc2oc(=O)n(Cc3ccccc3)c2c1	18.4%[46 µM]
O=C(Nc1cc(C(F)(F)F)ccc1Cl)c1cc(-c2ccc3c(c2)OCCO3)on1	?

(next part)
SMILES	LMNA splice mod
Cc1ccc(Nc2ncnc3c2cnn3-c2ccc(C)cc2)cc1	?
O=C(Nc1ccc(F)cc1)c1ccc(CN2CC(=O)N3CCCCC3C2=O)cc1 (stereo unspecified)	-5.7%[46 µM]
CC(C)C(=O)N1c2nc(C(C)C)nn2C2(CCCCC2)[C@@H]2CCCC[C@@H]21	-4.8%[46 µM]
CC1N=C2c3ccccc3N=C(SCC(=O)NCc3ccc(Cl)cc3)N2C1=O (stereo unspecified)	0.6%[46 µM]
Cc1ccccc1C1C=C(c2ccc(Cl)cc2)Nc2nnnn21 (stereo unspecified)	15.3%[46 µM]
CCOc1ccc(C(=O)N2CCN(Cc3cc(=O)n4nc(-c5cccc(OC)c5)sc4n3)CC2)cc1	12.8%[46 µM]
COc1ccccc1CNC(=O)Cn1c(=O)nc(-c2ccccc2F)c2cc(Cl)ccc21	?
O=C(c1ccc(F)cc1)N1CCc2c([nH]c3ccccc23)C1c1ccc(Cl)cc1 (stereo unspecified)	?
CC(=O)Nc1cc(C(=O)NCc2ccccc2Cl)ccc1Sc1ccc(F)cc1	1.2%[46 µM]
CCOC(=O)c1ccccc1NC(=O)c1nn(-c2ccc(C)cc2)c(=O)n(C)c1=O	7.8%[46 µM]
Cc1ccc(Cn2ccnc2SCC(=O)NCc2ccccc2)cc1	23.1%[46 µM]
Cc1c(Cl)ccc2sc(N3CCN(C(=O)CCS(=O)(=O)c4ccc(F)cc4)CC3)nc12	-7.6%[46 µM]
O=C(CN1C(=O)COc2ccc(Cl)cc21)Nc1cccc(F)c1	0.1%[46 µM]
CCCn1c(=O)c2c(nc3n2CCN3c2ccc(C)cc2)n(C)c1=O	0.4%[46 µM]
CN(C)c1ccc(CNC(=O)CCCN2C(=O)CCn3nc(-c4cn(C)c5ccccc45)cc32)cc1	17.1%[46 µM]
CCOc1ccc(C(=O)NCCc2csc(-c3ccc(C(F)(F)F)cc3)n2)cc1OCC	-2.8%[46 µM]
CCCc1nn2c(=O)cc(COC(=O)c3ccccc3NC(=O)COc3ccccc3F)nc2s1	12.9%[46 µM]
Cc1ccc(-c2cn3nc(N4CCCC(C(=O)NCc5ccc(F)cc5)C4)sc3n2)cc1 (stereo unspecified)	-23.9%[46 µM]
CC(=O)Nc1nonc1-c1nnc(SCC(=O)Nc2ccc(C)c(Cl)c2)n1C	1.1%[46 µM]
COc1ccc(CNC(=O)CCc2c(C)nn(-c3ccc(N4CCOCC4)nn3)c2C)c(OC)c1	-9.2%[46 µM]
O=C(COc1ccc([N+](=O)[O-])cc1)NCC1(N2CCOCC2)CCCCC1	?
COc1ccc(C)cc1Nc1ncnc2c1c(-c1ccccc1)cn2-c1ccc(C)cc1	?
CC1CCN(S(=O)(=O)c2ccc(C(=O)Nc3nc4ccc(F)cc4s3)cc2)CC1	-0.7%[46 µM]
COc1ccc(-c2nnc(SCC(=O)NCCC(C)C)nc2-c2ccc(OC)c(OC)c2)cc1OC	-10.7%[46 µM]
CCOC(=O)CC(NS(=O)(=O)c1ccc2[nH]c3c(c2c1)CCCC3)c1ccccc1Cl (stereo unspecified)	?

Further structures follow:
SMILES	LMNA splice mod
COc1ccccc1C(=O)Nc1ccc2nc(SCC(=O)N3CCCC3)sc2c1	11.2%[46 µM]
COc1ccc(-c2nc3ccc(C(=O)NCc4ccccc4)cc3nc2-c2ccc(OC)cc2)cc1	-5.5%[46 µM]
COc1ccc(CCNC(=O)c2c(C)oc3ncn(C)c(=O)c23)c(OC)c1	8.0%[46 µM]
CCCCC(=O)Nc1ccc2nc(SCC(=O)N3CCCC3)sc2c1	6.2%[46 µM]
Cc1cc(C)n(C(C)CC(=O)Nc2ccc(Cl)cc2C)n1 (stereo unspecified)	-2.1%[46 µM]
Cc1ccc(N(C)C(=O)C2CCCN(c3ncnc4c3nc3n4CCCCC3)C2)cc1C (stereo unspecified)	?
Cc1ccccc1C(=O)Nc1cccc(C(=O)OCc2cc(=O)n3c(C)csc3n2)c1	?
CC(CNC(=O)c1ccc2c(c1)nc1n2CCOC1)c1ccccc1 (stereo unspecified)	?
COc1cccc(CNC(=O)c2ccc(Cn3c(SCc4ccccc4)nc4cccnc43)cc2)c1	-3.9%[46 µM]
CCOc1ccc(C2C(=O)N(C3CCCCC3)CC(=O)N2CCc2ccccc2)cc1OC (stereo unspecified)	-9.6%[46 µM]
Cc1cc(C)c2sc(NC(=O)c3ccc(S(=O)(=O)N4CCOCC4)cc3)nc2c1	20.0%[46 µM]
CCC1=C(c2ccc(C)cc2)S(=O)(=O)N=C1N1CCC(C(=O)Nc2ccccc2F)CC1	-8.3%[46 µM]
COc1cccc(C(=O)NC(c2ccc(Cl)cc2)c2cc(Cl)c3cccnc3c2O)c1 (stereo unspecified)	?
CCOC(=O)N1CCN(S(=O)(=O)N2CCCC(C(=O)NCc3ccc(OC)cc3OC)C2)CC1 (stereo unspecified)	0.8%[46 µM]
CCC1CN(C(=O)N2CCC(C(=O)NCCC3=CCCCC3)CC2)c2ccccc2O1 (stereo unspecified)	14.2%[46 µM]
O=c1cc(-c2ccccc2)n2c(SCc3ccccc3)nnc2[nH]1	-12.4%[46 µM]
O=C(Nc1c(C(=O)N2CCC(N3CCCCC3)CC2)oc2ccccc12)c1c(F)cccc1F	-4.4%[46 µM]
Cc1cccn2c(=O)c(C(=O)NC(C)c3ccccc3)cnc12 (stereo unspecified)	?
COc1ccc(NC(=O)c2nnn(CC(=O)Nc3c(C)cc(C)cc3C)c2N)cc1OC	18.5%[46 µM]
COc1ccc(NS(=O)(=O)c2cc3c(cc2C)NC(=O)CO3)c(OC)c1	?
Cc1ccccc1C(=O)Nc1ccc2nc(SCC(=O)N3CCc4ccccc43)sc2c1	-1.1%[46 µM]
O=C(NC1CC(=O)N(c2ccccc2)C1)C1CCCCC1 (stereo unspecified)	-11.4%[46 µM]
Cc1c(C(=O)NCc2ccc(OC(C)C)cc2)sc2ncnc(N(C)C3CCCCC3)c12	?
COc1ccc(N(Cc2cccs2)C(=O)COc2ccc(C(C)C)cc2)cc1	-17.9%[46 µM]
CC(=O)N1CCN(c2nc3c(C)ccc(Cl)c3s2)CC1	9.3%[46 µM]

Remaining list, next part:
SMILES	LMNA splice mod
O=C(Nc1ccccc1[N+](=O)[O-])c1csnn1	?
CCOc1ccccc1NC(=O)C1=C(C)Nc2ncnn2C1c1ccc(C)o1 (stereo unspecified)	-1.4%[46 µM]
COc1ccc(C(=O)NCC(c2ccc(N(C)C)cc2)N2CCc3ccccc32)c(OC)c1 (stereo unspecified)	?
CCOC(=O)c1noc2nc(C)n(CC(=O)Nc3ccccc3F)c(=O)c12	4.7%[46 µM]
COc1ccc(C(=O)CCC(=O)Nc2ccc(C)c(Cl)c2)cc1	7.9%[46 µM]
Cc1noc(/C=C/c2ccccc2F)c1S(=O)(=O)N1CCC(C(=O)NCc2ccco2)CC1	14.6%[46 µM]
CCOc1ccccc1NC(=O)C1=C(C)Nc2ncnn2C1c1ccco1 (stereo unspecified)	-7.2%[46 µM]
COc1ccccc1C(=O)Nc1ccc2nc(SCC(=O)N3CCCc4ccccc43)sc2c1	2.5%[46 µM]
O=C1CCSC2(C(=O)N(Cc3ccccc3)c3ccccc32)N1c1ccccc1 (stereo unspecified)	-13.2%[46 µM]
COC(=O)c1ccccc1NC(=O)CSc1nnc2cc(C)c3cc(C)cc(C)c3n12	-15.1%[46 µM]
COc1cccc(N2CC(NC(=O)c3ccc(S(=O)(=O)N4CCCC4)cc3)CC2=O)c1 (stereo unspecified)	?
O=C(NC1CCCC1)c1cnn(-c2ccc(F)cc2F)c1C1CCNCC1	12.9%[46 µM]
Cc1cc(C)cc(N2CC(c3nnc(NC(=O)c4ccco4)s3)CC2=O)c1 (stereo unspecified)	-15.0%[46 µM]
Cc1ccc(OCCSc2nnc(-c3cccs3)o2)cc1Cl	?
CCOC(=O)c1c(N)n(-c2ccc(C)c(C)c2)c2nc3ccccc3nc12	?
CCOc1ccc(CCNC(=O)c2sc3ncccc3c2-n2cccc2)cc1OCC	?
Cc1c(C(=O)Nc2ccc(F)c(Cl)c2)sc2nc3n(c(=O)c12)CCC3	?
Cc1cc(C)cc(-n2c(SCC(=O)N3CCCC3)nc3c([nH]c4ccccc43)c2=O)c1	-6.3%[46 µM]
Cc1ccc(N2C(=O)CSC23C(=O)N(CC(=O)Nc2ccccc2F)c2ccccc23)cc1C (stereo unspecified)	12.9%[46 µM]
Cc1cc(NC(=O)CN2C(=O)C(C)(C)c3ccccc32)ccc1Br	?
CC(C)OCCCNC(=O)Cc1ccc(NC(=O)N2CCCCc3ccccc32)cc1	?
COc1ccc(S(=O)(=O)Nc2ccc(-c3cn4ccsc4n3)cc2)cc1C	1.6%[46 µM]
Cc1cc(C)c(NC(=O)CSc2nc(=O)n(Cc3cccnc3)c3c2CCC3)c(C)c1	?
COc1cc(CNc2ccc3[nH]c(=O)[nH]c3c2)cc(Cl)c1OCc1ccccc1F	?
O=C(CS(=O)(=O)c1cccc2nsnc12)N1CCN(c2ccccc2)CC1	-7.5%[46 µM]
CCC1CN(C(=O)N2CCC(C(=O)NCCN(CC)CC)CC2)c2ccccc2O1 (stereo unspecified)	1.5%[46 µM]
COc1ccccc1CNC(=O)c1sc2nc3n(c(=O)c2c1C)CCC3	?

A draw from above in order of length of the SMILES, lowest first:
SMILES	LMNA splice mod
CCOC(=O)c1c(N)n(-c2ccc(C)c(C)c2)c2nc3ccccc3nc12	?
COc1cc(CNc2ccc3[nH]c(=O)[nH]c3c2)cc(Cl)c1OCc1ccccc1F	?
Cc1ccc(N2C(=O)CSC23C(=O)N(CC(=O)Nc2ccccc2F)c2ccccc23)cc1C (stereo unspecified)	12.9%[46 µM]

Compounds from the list above with two or more sulfur atoms (twelve):
SMILES	LMNA splice mod
CCN(c1cc(C)cc(C)c1)S(=O)(=O)c1nnc(NC(=O)c2cccc(F)c2)s1	-3.6%[46 µM]
Cc1ccc(C)c(Nc2nn3c(=O)c4ccc(C(=O)NCc5cccs5)cc4nc3s2)c1	?
Cc1c(Cl)ccc2sc(N3CCN(C(=O)CCS(=O)(=O)c4ccc(F)cc4)CC3)nc12	-7.6%[46 µM]
CC1CCN(S(=O)(=O)c2ccc(C(=O)Nc3nc4ccc(F)cc4s3)cc2)CC1	-0.7%[46 µM]
COc1ccccc1C(=O)Nc1ccc2nc(SCC(=O)N3CCCC3)sc2c1	11.2%[46 µM]
CCCCC(=O)Nc1ccc2nc(SCC(=O)N3CCCC3)sc2c1	6.2%[46 µM]
Cc1cc(C)c2sc(NC(=O)c3ccc(S(=O)(=O)N4CCOCC4)cc3)nc2c1	20.0%[46 µM]
Cc1ccccc1C(=O)Nc1ccc2nc(SCC(=O)N3CCc4ccccc43)sc2c1	-1.1%[46 µM]
COc1ccccc1C(=O)Nc1ccc2nc(SCC(=O)N3CCCc4ccccc43)sc2c1	2.5%[46 µM]
Cc1ccc(OCCSc2nnc(-c3cccs3)o2)cc1Cl	?
COc1ccc(S(=O)(=O)Nc2ccc(-c3cn4ccsc4n3)cc2)cc1C	1.6%[46 µM]
O=C(CS(=O)(=O)c1cccc2nsnc12)N1CCN(c2ccccc2)CC1	-7.5%[46 µM]
